From PubChem
NCI-60 one-dose screen, 48 h, at 10 µM unless noted. Numbers give growth in % (100 = growth as untreated, 0 = no growth, -100 = all killed).
SK-MEL-2: SK-MEL-2 melanoma | AID 1794763 | 77,000 compounds, 4.7% hits
MALME-3M: MALME-3M melanoma; 78,000 compounds, 5.8% hits; AID 1794766
LOX IMVI: LOX IMVI melanoma; AID 1794757; 79,000 compounds, 7.4% hits
UACC-62: UACC-62 melanoma | AID 1794756 | 81,000 compounds, 5.4% hits
BT-549: BT-549 breast cancer; 78,000 compounds, 4.4% hits
T-47D: T-47D breast cancer. AID 1794792. 79,000 compounds, 5% hits
HS 578T: HS 578T breast cancer. 78,000 compounds, 4.1% hits
UACC-257: UACC-257 melanoma. 78,000 compounds, 4.4% hits. AID 1794764
The depositor's hits bear a star; nt = no result given; & = joins results of further samples; ! = repeats disagree; [ ] = dose if it differs, or a comment. Rule for the calls: active = growth percent below 10; inactive = the rest.

SMILES | SK-MEL-2 | MALME-3M | LOX IMVI | UACC-62 | BT-549 | T-47D | HS 578T | UACC-257
Nc1ncnc2c1C(c1ccc(Cl)cc1)c1sc3c(F)cccc3c1O2 (configuration not stated) | 99 | 105 | 84 | 78 | 103 | 62 | 81 | 117
Cn1c(=O)c2[nH]c(CC(=O)O)nc2n(C)c1=O | 105 | 99 | 101 | 108 | 107 | 102 | 107 | 97
Clc1ccc2nc(-c3ccc(-c4ccc(/C=N/NC5=NCCN5)cc4)s3)cn2c1 | 110 | 94 | 98 | 102 | 92 | 93 | 93 | 101
Nc1nc(-c2ccccn2)cc(-c2cc(-c3ccccn3)nc(N)n2)n1 | 112 | 109 | 96 | 102 | 117 | 109 | 127 | 112
CCCCOc1ccc2nc3cc(Cl)ccc3c(Cl)c2n1 | 99 | 80 | 100 | 100 | 114 | 84 | 106 | 97
CC(C)(C)CC(C)(C)NCC(O)COc1ccc2c(c1)CCC2 (configuration not stated) | 96 | 81 | 84 | 101 | 102 | 88 | 105 | 123
CC(=O)O[C@]1(C(C)=O)CC[C@H]2[C@@H]3C[C@H](C(F)(F)F)C4=CC(=O)CC[C@]4(C)[C@H]3CC[C@@]21C | 91 | 110 | 83 | 75 | 97 | 98 | 122 | 80
NC(N)=NC(N)=NCCCc1ccccc1 | 71[100 µM] | 64[100 µM] | 57[100 µM] | 88[100 µM] | 50[100 µM] | 54[100 µM] | nt | 63[100 µM]
CN1CCN(c2ccc(-c3ccn4c(-c5ccnc6ccccc56)nnc4c3)cc2)CC1 | 117 | 83 | 94 | 98 | 93 | 88 | 91 | 108
CC(COC(=O)/C=C/c1ccccc1)CC(=O)c1c(O)cc2oc(=O)cc(-c3ccccc3)c2c1O (configuration not stated) | 109 | 96 | 96 | 87 | 95 | 94 | 89 | 99
CC1(C)CC(=O)C2=C(C1)OC(C(=O)c1ccc([N+](=O)[O-])cc1)C2c1cccc(Oc2ccccc2)c1 (configuration not stated) | 85 | 101 | 78 | 65 | 80 | 67 | 88 | 81
Nc1c(C(=O)Nc2ccc(F)cc2)sc2nc3c(cc12)C(=O)CCC3 | 91 | 101 | 105 | 86 | 100 | 94 | 126 | 88
COc1ccc(Oc2nc(Nc3ccc(N4CCOCC4)cc3)ncc2NC(=O)c2ccc3c(c2)OCO3)cc1 | 114 | 129 | 101 | 93 | 110 | 93 | 94 | 117
O=C1CC(c2nc3ccccc3o2)CN1c1ccc(Cl)cc1 (configuration not stated) | 102 | 95 | 96 | 99 | nt | 85 | 105 | 101
O=C1C=CC(=O)N1Cc1ccco1 | 29 | 94 | 77 | 86 | 100 | 92 | 117 | 104
C#CCOC(=O)CNC(=O)[C@]12CC[C@@H](C)[C@H](C)[C@H]1C1=CC[C@@H]3[C@@]4(C)CCC(=O)C(C)(C)[C@@H]4CC[C@@]3(C)[C@]1(C)CC2 | 81 | 99 | 98 | 91 | 109 | 88 | 109 | 99
N#CC(CCCN1CCOCC1)(c1ccccc1)c1ccccc1 | 110 | 97 | 95 | 90 | 100 | 107 | 96 | 106
COc1cc(-c2ccc(N=Nc3c(O)ccc4ccccc34)c(OC)c2)ccc1N=Nc1ccc2c(S(=O)(=O)O)cc(S(=O)(=O)O)c(N)c2c1O | 95&115 | 84&111 | 86&88 | 94&86 | 97&116 | 81&70 | 101&110 | 110&96
CC1=C(C)C[C@@]2(Cc3c(C)cccc3C2=O)S(=O)C1 (some centres not stated) | 94 | 40 | 80 | 60 | 101 | 71 | 84 | nt
Cc1ccc(-c2ccnc3c(N=Nc4ccc(S(N)(=O)=O)cc4)c(N)nn23)cc1 | 101 | 111 | 95 | 100 | 109 | 99 | 97 | 101
CCOC(=O)c1ncc(-c2ccc(C(F)(F)F)cc2)c(N[C@@H]2C[C@H]3CC[C@@H]2C3)n1 | nt | 98 | 99 | 96 | 102 | 100 | 100 | 97
C/C=C/C(=O)OC(=O)/C=C/C | 100 | 94 | 97 | 88 | 108 | 99 | 116 | 89
Fc1ccccc1Cn1cc(CSc2nc3ccccc3o2)nn1 | 89 | 97 | 103 | 93 | 97 | 93 | 103 | 108
Cc1ccc(/C(=C\CN2CCCC2)c2ccccn2)cc1 | 103 | 97 | 100 | nt | 109 | nt | 124 | 111
COc1cc2cc3c(nc2cc1OC)CCN3Cc1ccc(NC(=O)c2ccc(F)cc2C)cc1 | 121 | 90 | 88 | 99 | 101 | 84 | 95 | 101
NC(=Nc1ccccc1)SCCS(=O)(=O)O | 110 | 102 | 95 | 98 | 103 | 96 | 115 | 102
CC(=O)Nc1ccc(-c2cc3c(NCc4cccc(Cl)c4)ncnc3s2)cc1 | 99 | 80 | 90 | 84 | 73 | 83 | 69 | 97
Cc1ccc(-c2nc3nc(-c4ccccc4)nc(N4CCN(S(=O)(=O)c5ccccc5)CC4)c3o2)cc1 | 77 | 84 | 97 | 101 | 64 | 95 | 43 | 99
CC(=O)[C@@H]1CCC=C2CC[C@]3(C)[C@@H](CC[C@@H]4[C@@]5(C)CCCNC(C)(C)[C@@H]5CC[C@]43C)[C@H]21 | -52* | -56* | -100* | -79* | 76 | 34 | -31* | -67*
COc1ccc(NC(=O)Nc2ccc(OCC(=O)c3ccc(C#N)cc3)cc2)cc1 | 112 | 90 | nt | 87 | 126 | 86 | 98 | 103

A different layout for part of the listing above.
The line under a structure holds: SK-MEL-2 | MALME-3M | LOX IMVI | UACC-62 | BT-549 | T-47D | HS 578T | UACC-257
COc1ccc(NC(=O)Nc2ccc(OCC(=O)c3ccc(C#N)cc3)cc2)cc1
 : 112 | 90 | nt | 87 | 126 | 86 | 98 | 103
CCOC(=O)c1ncc(-c2ccc(C(F)(F)F)cc2)c(N[C@@H]2C[C@H]3CC[C@@H]2C3)n1
 : nt | 98 | 99 | 96 | 102 | 100 | 100 | 97
COc1cc2cc3c(nc2cc1OC)CCN3Cc1ccc(NC(=O)c2ccc(F)cc2C)cc1
 : 121 | 90 | 88 | 99 | 101 | 84 | 95 | 101
COc1cc(-c2ccc(N=Nc3c(O)ccc4ccccc34)c(OC)c2)ccc1N=Nc1ccc2c(S(=O)(=O)O)cc(S(=O)(=O)O)c(N)c2c1O
 : 95&115 | 84&111 | 86&88 | 94&86 | 97&116 | 81&70 | 101&110 | 110&96
CC(=O)[C@@H]1CCC=C2CC[C@]3(C)[C@@H](CC[C@@H]4[C@@]5(C)CCCNC(C)(C)[C@@H]5CC[C@]43C)[C@H]21
 : -52* | -56* | -100* | -79* | 76 | 34 | -31* | -67*
Cc1ccc(/C(=C\CN2CCCC2)c2ccccn2)cc1
 : 103 | 97 | 100 | nt | 109 | nt | 124 | 111

Remaining list, next part:
SMILES | SK-MEL-2 | MALME-3M | LOX IMVI | UACC-62 | BT-549 | T-47D | HS 578T | UACC-257
Nc1nc(-c2ccccc2)nn1-c1nc2ccccc2s1 | 100 | 102 | 99 | 94 | 101 | nt | 101 | 105
CC(=O)Nc1cccc(Nc2nc(-c3ccccc3)n3ncc(C#N)c3n2)c1 | 85 | 117 | 70 | 48 | 87 | 35 | 108 | 71
Cc1ccc(S(=O)(=O)N(C)c2cc(Cl)c(C(=O)O)c(Cl)c2)cc1 | 104 | 116 | 96 | 105 | 100 | 97 | 114 | 91
NS(=O)(=O)c1ccc(NC(=O)N2CCN(c3ccc(C(F)(F)F)cn3)CC2)cc1 | 107 | 102 | 108 | 94 | 108 | 78 | 125 | 106
CCCCCCCCCC1OCC(C)(C)CO1 | nt | 91 | 104 | 104 | 113 | 105 | 93 | 100
CC1(C)C=CC[C@]2(C)[C@H]3CC[C@@H]4[C@H]5[C@H](C(/C=C/c6cccnc6)=N/O)CC[C@]5(CO)CC[C@@]4(C)[C@]3(C)CC[C@@H]12 | 91 | 114 | 86 | 79 | 92 | 65 | 93 | 101
O=C(O)C(c1ccccc1)C(O)C1CCCC1 (configuration not stated) | 108 | 138 | 94 | 94 | 106 | 101 | 108 | 96
C=C1CCC2C3(C)COC(c4ccc(F)cc4)OC3CCC2(C)C1CC(O)C1=CCOC1=O (configuration not stated) | 20 | 63 | nt | 48 | -32* | 32 | 71 | 58
CN(C)CCCNC(=O)c1cc(NC(=O)c2cc(NC(=O)c3cc(NC(=O)c4nccn4C)cn3C)cn2C)cn1C | 114 | 92 | 112 | 98 | 91 | 96 | 113 | 98
Nc1nc2c(ncn2[C@@H]2O[C@H](CS)[C@@H](O)[C@H]2O)c(=O)[nH]1 | 120 | 97 | 97 | 94 | 100 | 107 | 100 | 95
CC(=O)OC(OC(C)=O)c1cc2c(cc1Cl)OCO2 | 101 | 98 | 96 | 101 | 86 | 91 | 102 | 111
C=CC(COC(c1ccccc1)(c1ccccc1)c1ccccc1)N(CC)CC (configuration not stated) | 86 | 62 | 49 | 45 | 82 | 55 | 86 | 6.1*
CN1CCCNCC1 | 106 | nt | 97 | 95 | 99 | 98 | 99 | 101
CC(=O)Cc1ccc([N+](=O)[O-])cc1 | 114 | 91 | 96 | 97 | 120 | 102 | 107 | 103
CC(=O)OC[C@H]1O[C@H](OC(C)=O)[C@H](NC(=O)/C=C/CCl)[C@@H](OC(C)=O)[C@@H]1OC(C)=O | 67 | 83 | 69 | nt | 86 | 69 | 92 | 64

One compound at a time (already shown):
C=CC(COC(c1ccccc1)(c1ccccc1)c1ccccc1)N(CC)CC (configuration not stated) is listed as SK-MEL-2: 86; MALME-3M: 62; LOX IMVI: 49; UACC-62: 45; BT-549: 82; T-47D: 55; HS 578T: 86; UACC-257: 6.1*
Cc1ccc(S(=O)(=O)N(C)c2cc(Cl)c(C(=O)O)c(Cl)c2)cc1 is listed as SK-MEL-2: 104; MALME-3M: 116; LOX IMVI: 96; UACC-62: 105; BT-549: 100; T-47D: 97; HS 578T: 114; UACC-257: 91

Other compounds.
SMILES | SK-MEL-2 | MALME-3M | LOX IMVI | UACC-62 | BT-549 | T-47D | HS 578T | UACC-257
COC(=O)C1CCCNOC12CCCCC2 (configuration not stated) | 102 | 98 | 104 | 101 | 113 | 96 | 111 | 102
O=C1CCCCC(=O)[C@H]2CC3(CO[C@@H]2CO1)OCCO3 | 111 | 96 | 97 | 100 | 102 | 99 | 110 | 101
CCCN=Cc1ccccc1 | 106 | 104 | 100 | 103 | 107 | 105 | 129 | 111
CSc1nc(-c2ccco2)c(C#N)c(=O)n1C | 94 | 89 | 97 | 99 | 93 | 107 | 97 | 97
Nc1ccc(CC(=O)O)cc1S(=O)(=O)O | 145 | 115 | 117 | 107 | 115 | 108 | nt | 101
Cc1ccnc(SC#N)n1 | 96 | 112 | 99 | 93 | 83 | 106 | 112 | 85
COc1cc(Cn2c(SCC(=O)Nc3ccc(S(N)(=O)=O)cc3)nc3ccccc3c2=O)cc(OC)c1OC | 91 | 88 | 95 | 78 | 90 | 95 | 94 | 96
O=C(O)/C=C\C(=O)Nc1ccc2c(c1)Cc1ccccc1-2 | 106 | 102 | 97 | 89 | 98 | 104 | 91 | 99
Clc1ccc(I)cc1 | 107 | 83 | 88 | 93 | 96 | 97 | 118 | 124
CCN(CC)CCNC(=O)c1ccc(NCN2C(=O)NC(c3ccccc3)(c3ccccc3)C2=O)cc1 | 112&106 | 96 | 98&95 | 97&104 | 120&107 | 95&117 | 103&98 | 106&100
O=C1/C(=C/c2ccc(OCc3ccccc3)cc2)Oc2cc(O)ccc21 | 93 | 88 | 92 | 86 | 87 | 87 | 95 | 101
CCOC(=O)c1noc2c1CCc1c-2cn(Cc2ccc(OC)c(N)c2)c1-c1cc(OC)c(OC)c(OC)c1 | 95 | 99 | 85 | 89 | 91 | 66 | 96 | 89
O=C(CSc1ccc(-c2ccccc2)nn1)Nc1ccccc1 | 99 | 120 | 85 | 86 | 107 | 90 | 105 | 108
CCc1nc2c(cnn2-c2ccccc2)c(=O)[nH]1 | 112 | 97 | 95 | 92 | 110 | nt | 85 | 110
O=c1[nH]c2cnn(-c3ccccc3)c2c(=O)n1O | 95 | 108 | nt | 102 | 98 | nt | 97 | 103
N#CCCN1CCSC1=S | 103 | 90 | 97 | 109 | 111 | 104 | nt | 117
Cc1[nH]c2ncnc(Nc3ccc(NC(=O)Nc4cccc(C(F)(F)F)c4)c(F)c3)c2c1C | 102 | 103 | 98 | 87 | 122 | 98 | 94 | 105
C/C(=N/O)c1ccc2c(c1)CCCC2 | 113 | 105 | 99 | 97 | 105 | 96 | 100 | 102
c1ccc(C2OCC3(CO2)COC(c2ccccc2)OC3)cc1 (configuration not stated) | 130 | 129 | 102 | 106 | nt | 103 | 106 | 141
CCOC(=O)CSCC(N)=O | 109 | 111 | 105 | 112 | 103 | 112 | 104 | 109
Cc1ncc([N+](=O)[O-])n1CC(O)CCl (configuration not stated) | 89&108 | 97&111 | 95&75 | 97&96 | 101&97 | 91&101 | 99 | 112&108
CC(C)=CC(=O)N[C@@H]1CC2CCC3C(CC[C@@]4(C)C3CC[C@@H]4C(C)N(C)C)[C@@]2(C)C[C@@H]1O (some centres not stated) | 124 | 32 | 1.6* | 45 | 66 | 22 | 60 | 31
O=Cc1ccc(C2NCCc3c2[nH]c2ccccc32)cc1 (configuration not stated) | 95 | 100 | 89 | 81 | 90 | 92 | 91 | nt
CC1(C)Cc2c(cn(Cc3ccccc3)c2-c2ccccc2)-c2oncc21 | 102 | nt | 90 | 87 | 108 | 76 | 103 | 101
Nc1nc(NCc2ccccc2)c2c(n1)[nH]c1cc(Cl)c(O)cc12 | 110 | 106 | 65 | 85 | 79 | 61 | 84 | nt
Cc1cccc(C)c1[C@H]1C[C@@](C)(O)[C@@H]2CC[C@@H](C)C[C@H]2O1 | 104 | 101 | 90 | 102 | 99 | 102 | 102 | 93
CNc1ccc2nc3ccc(=[N+](C)C)cc-3sc2c1 | 4.8* | -24* | -44* | -3.4* | 49 | -16* | -15*! | -27*
COc1cc2c(cc1OC)C(Sc1ccc(F)cc1)c1c(nc(N)c(C#N)c1N)O2 (configuration not stated) | -6.2* | -75* | -91* | -74* | 78 | -28* | -4.4* | -25*
